# Screening data as filed in PubChem.
# Luciferase inh = Photinus pyralis luciferase inhibition | P08659 | purified P. pyralis luciferase, luminescence, biochemical | hit rate 2.5% among 76,000 | Potency, µM (highest dose often 115 µM), without a hit: at the top dose activity change, negative = inhibition, usual class: inhibitors | AID 1347043; note: potency is the fitted concentration of half-maximal effect; nearly all actives have a fitted effect of over 65% in size
# Target sequence (P08659 whole entry, looked up): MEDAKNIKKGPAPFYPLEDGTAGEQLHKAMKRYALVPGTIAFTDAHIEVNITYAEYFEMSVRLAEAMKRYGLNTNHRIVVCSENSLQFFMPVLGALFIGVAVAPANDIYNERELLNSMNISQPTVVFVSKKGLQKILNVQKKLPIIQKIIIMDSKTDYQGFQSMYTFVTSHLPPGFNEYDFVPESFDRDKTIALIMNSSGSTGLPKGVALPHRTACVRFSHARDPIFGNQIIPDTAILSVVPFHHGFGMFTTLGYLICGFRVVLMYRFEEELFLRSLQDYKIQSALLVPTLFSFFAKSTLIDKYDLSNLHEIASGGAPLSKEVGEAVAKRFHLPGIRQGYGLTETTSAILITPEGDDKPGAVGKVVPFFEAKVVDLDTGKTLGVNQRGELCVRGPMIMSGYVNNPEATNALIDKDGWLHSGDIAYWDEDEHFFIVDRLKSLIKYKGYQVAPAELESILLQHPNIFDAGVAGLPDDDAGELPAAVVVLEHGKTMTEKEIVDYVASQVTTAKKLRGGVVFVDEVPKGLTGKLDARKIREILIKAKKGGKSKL
#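 Luminescence read by CCD imaging after purified firefly luciferase (10nM final) was added to substrate buffer holding 10uM D-luciferin and 10uM ATP, pH 7.5, pre-dosed with compound.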
# IP6K1 inhibitor = IP6K1 kinase inhibition | Q92551 | IP6K1 kinase, ADP-Glo luminescence, 2 h; stronger effect = lower value | activity change, % (series mostly up to about 58 µM) | hit rate 0.81% among 140,000; in the data active = activity change below about -25%
# Target sequence (Q92551 whole entry, looked up): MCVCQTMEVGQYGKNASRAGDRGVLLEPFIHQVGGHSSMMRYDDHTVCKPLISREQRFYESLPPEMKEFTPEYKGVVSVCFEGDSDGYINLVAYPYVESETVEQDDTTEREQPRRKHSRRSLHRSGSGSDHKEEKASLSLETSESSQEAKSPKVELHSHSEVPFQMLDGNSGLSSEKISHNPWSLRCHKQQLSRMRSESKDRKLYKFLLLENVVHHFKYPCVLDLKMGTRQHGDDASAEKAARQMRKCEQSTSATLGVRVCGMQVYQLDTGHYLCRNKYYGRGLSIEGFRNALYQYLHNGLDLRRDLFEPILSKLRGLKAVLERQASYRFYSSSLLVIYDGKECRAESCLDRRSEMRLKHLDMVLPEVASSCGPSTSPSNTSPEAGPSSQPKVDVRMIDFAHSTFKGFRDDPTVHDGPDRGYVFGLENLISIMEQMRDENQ
#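 ADP-Glo luminescence measures ADP made by human IP6K1 during a 2 h RT reaction with ATP/IP6 (mix at 1.3 mM/130 uM); top library doses 57.5 and 19.1 uM final.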
# HEK293 viab = counter-screen for SNCA expression inhibitors: cell viability; HEK-293-SNCA-luc viability, GF-AFC fluorescence, 24 h; Potency, µM (top dose mostly 57.1 µM), for inactives: at the top dose activity change, negative = cytotoxicity, actives largely listed as cytotoxic; hit rate 0.12% among 150,000;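 note: potency is the fitted concentration of half-maximal effect; 0% = DMSO-treated cells and -100% = medium-only wells without cells; nearly all actives have a fitted effect of over 30% in size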
#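 HEK-293-SNCA-luc cells (1500/well) plated 24 h, then exposed 24 h to a dilution series; GF-AFC added 30 min at 37C, fluorescence 405/540 nm; normalised to medium-only and DMSO wells, Hill fit.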
# HEK cytotox = cytotoxic compounds in HEK 293 cells | hit rate 6.6% among 94,000 | HEK 293 viability, ATP luminescence (CellTiter-Glo), 48-72 h | Potency, µM (highest dose often 115 µM), inactives show top-dose activity change, negative = cytotoxicity, usual class: inhibitors; note: potency is the fitted concentration of half-maximal effect; nearly all actives have a fitted effect of over 60% in size
#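 Pintool-delivered compounds were incubated with HEK 293 cells (250 cells/well) at 37 degree Celsius for 48 or 72 hr. ATP-dependent luminescence (CellTiter-Glo) then reported remaining viable cells.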
# 3T3 cytotox = kills NIH 3T3 cells | NIH 3T3 viability, CellTiter-Glo ATP luminescence, 48-72 h | Potency, µM (titrated, usually from 96.7 µM), for inactives: at the top dose activity change, negative = cytotoxicity, hits mostly inhibitors | hit rate 4.3% among 94,000 | AID 1345082; note: potency is the fitted concentration of half-maximal effect; nearly all actives have a fitted effect of over 55% in size
#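 Cytotoxicity is measured as loss of cellular ATP: NIH 3T3 cells (400/well) are exposed to compound for 48 or 72 hr at 37 °C, then CellTiter-Glo luminescence is imaged after 10 min at room temperature.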
# GPT2 inh = blocks human glutamate pyruvate transaminase 2 | Potency, µM (doses to about 57.7 µM), for the others: at the highest dose activity change, negative = inhibition, most hits filed as inhibitors | Recombinant GPT2, coupled pyruvate oxidase/HRP Amplex Red fluorescence | hit rate 0.25% among 100,000; note: potency is the fitted concentration of half-maximal effect; nearly all actives have a fitted effect of over 60% in size; many of its hits are not listed in these tables
#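 Fluorescence read-out: pyruvate from GPT2 turnover coupled to pyruvate oxidase, HRP and Amplex Red (0.2mM ThPP, 0.2U/mL PO and HRP, 50uM Amplex final). Substrates 250uM a-KG, 2mM L-alanine; enzyme 10ng/uL; 30 min RT.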
# SNCA expr inhib = reduces expression of the alpha-synuclein gene; HEK-293 SNCA-luciferase knock-in, luminescence, 24 h; Potency, µM (highest dose often 57.2 µM), for inactives: at the top dose activity change, negative = inhibition, actives largely listed as inhibitors; AID 1671194; hit rate 0.17% among 140,000;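 note: potency is the fitted concentration of half-maximal effect; plate controls were DMSO cells for no effect and cell-free wells for full effect; nearly all actives have a fitted effect of over 45% in size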
# * hit, by the source's call; i = inactive; ? = inconclusive; . = not tested or not shown; & = joins results of further samples; [ ] = dose if it differs, or a comment. Unless noted, calls come from the whole dose curve; as a rule, active = well fitted curve in the direction sought with a large enough effect; inconclusive = small, poorly fitted or top-dose-only effect, or another doubt; inactive = no such curve, though single readings can be large; an effect the other way counts as inactive or inconclusive. Unless noted, % is set by controls: 0 for no effect and ±100 for the full control effect. The order is random. About 7.7% of those tested had a hit in this group.
1	O=C(NCc1ccccc1Cl)c1cc2ccccc2o1
2	COc1cccc(-c2cc(-c3ccccc3)nc3c(C)noc23)c1
3	COc1ncc(-c2cc(C(=O)NCc3cccnc3)c3c(c2)N(C)CCO3)cn1
4	Cc1cc(C)cc(NC(=O)CCS(=O)(=O)c2ccc3c(c2)oc(=O)n3C)c1
5	COc1cccc(C(=O)N2CCC3(CC2)OCC(C(=O)N2CCCC2)N3C(=O)c2ccccc2C)c1 (configuration not stated)
6	Cc1ncccc1OC1(C(=O)N2CCCC2c2nc(C(C)C)no2)CCNCC1 (configuration not stated)

assay / compound,1,2,3,4,5,6
Luciferase inh,.,0%[172 µM],-20%[172 µM],.,-1%,2%
IP6K1 inhibitor,-12,-6,-14,-13,2,5
HEK293 viab,-6%,19%[87.6 µM],5%[87.6 µM],-4%,-20%,-11%
HEK cytotox,.,?,-12%[172 µM],.,?,-3%
3T3 cytotox,.,?,45µM*,.,-28%,i
GPT2 inh,.,4%[88.5 µM],i,.,i,-14%
SNCA expr inhib,68%[activator],-10%[87.6 µM],16%[87.6 µM],11%,?,-16%

7	CC(C)c1ccc(CC(=O)N2CCCc3ncc(C(=O)NCCc4ccccn4)cc32)cc1
8	O=C(Nc1ccc(Cl)cc1)N1CCCC(C(=O)N2CCC(N3CCOC3=O)CC2)C1 (configuration not stated)
9	O=C(NCc1cccnc1)c1nc(-c2cccc(C(F)(F)F)c2)c2ccccn12
10	O=C(c1ccccc1F)N1CCCC(c2nn(-c3ccccn3)c(=O)[nH]2)C1 (configuration not stated)
11	Cc1cccc(S(=O)(=O)N2CCC3(C2)C(=O)N(C)c2ccccc23)c1 (configuration not stated)
12	CCc1nc2c(c(-c3ccc(Cl)cc3)n1)CN(C(=O)C1CCCC1)CC2

assay / compound,7,8,9,10,11,12
Luciferase inh,-6%,.,-11%,.,4%,-10%
IP6K1 inhibitor,2,3,29,0,28,9
HEK293 viab,-6%,-6%,4%,-1%,-1%,1%
HEK cytotox,?,-27%,?,?,?,-25%
3T3 cytotox,?,-27%,?,-27%,-23%,?
GPT2 inh,i,0%,4%,i,2%,?
SNCA expr inhib,5%,-12%,-4%,-9%,12%,?

13	C=CCc1c(C)nc2nc(SCC(=O)Nc3ccc(OCC)cc3)nn2c1C
14	C[C@@H]1CN(C(=O)c2cccc(C#N)c2)C[C@]1(C)O
15	Cc1ccc(Cn2cc(-c3ccncc3)cc2C(=O)N2CCN(C)CC2)cc1
16	CCC(=O)N1Cc2ccccc2CC2(CCN(Cc3ccccn3)CC2)C1
17	COc1ccc(NC(=O)c2cc3n(n2)CC(c2ccc(Br)cc2)OC3)cc1OC (configuration not stated)
18	O=C1NCc2ccccc2CC12CCN(Cc1ccccc1C(F)(F)F)C2 (configuration not stated)

assay / compound,13,14,15,16,17,18
Luciferase inh,.,4%,4%,.,-20%,.
IP6K1 inhibitor,22,17,-8,-5,1,-7
HEK293 viab,-5%,-3%,0%,-6%,?,-5%
HEK cytotox,.,-6%,-31%,-14%,45µM*,?
3T3 cytotox,.,2%,?,-2%,?,?
GPT2 inh,.,i,i,-7%,i,i
SNCA expr inhib,-10%,7%,4%,-1%,-28%,2%

19	CC(C)c1nnnn1[C@H]1CO[C@H]2[C@@H]1OC[C@H]2OC(=O)Nc1cccc(C#N)c1
20	N#Cc1ccc(C(=O)N2CCOC[C@H](Oc3cnccn3)C2)cc1
21	COc1ccc(CN2Cc3[nH]nc(-c4cccc(NC(C)=O)c4)c3CC2=O)cc1
22	COCC1CN(C2CCC2)CC12CCN(Cc1cccc(OC)c1OC)CC2 (configuration not stated)
23	Cc1nc2cc(-c3cccc(F)c3)nn2c(C)c1CCC(=O)NC1CCCCC1
24	Cc1nn2c(c1-c1ccccc1[S+](C)(=O)[O-])N(Cc1ccccc1)CCC2

assay / compound,19,20,21,22,23,24
Luciferase inh,10%[172 µM],4%[172 µM],4%[172 µM],6%,.,0%[172 µM]
IP6K1 inhibitor,7,3,-16,0,20,6
HEK293 viab,0%[87.6 µM],5%[87.6 µM],5%[87.6 µM],-23%,7%,-7%[87.6 µM]
HEK cytotox,?,2%[172 µM],?,45µM*,.,?
3T3 cytotox,-23%[174 µM],-5%[174 µM],?,?,.,10µM*
GPT2 inh,1%[88.5 µM],i,i,i,.,0%[88.5 µM]
SNCA expr inhib,12%[87.6 µM],4%[87.6 µM],1%[87.6 µM],-8%,?,-6%[87.6 µM]

# In the list so far, 2 have an NH in an aromatic ring:
10	O=C(c1ccccc1F)N1CCCC(c2nn(-c3ccccn3)c(=O)[nH]2)C1 (configuration not stated)
21	COc1ccc(CN2Cc3[nH]nc(-c4cccc(NC(C)=O)c4)c3CC2=O)cc1

assay / compound,10,21
Luciferase inh,.,4%[172 µM]
IP6K1 inhibitor,0,-16
HEK293 viab,-1%,5%[87.6 µM]
HEK cytotox,?,?
3T3 cytotox,-27%,?
GPT2 inh,i,i
SNCA expr inhib,-9%,1%[87.6 µM]

# Additional structures follow:
25	CC(=O)NC1(C)CCN(Cc2ccccc2-c2ccc3c(ccn3C)c2)C1 (configuration not stated)
26	COCCN1Cc2ccc(NCC(C)C)nc2C(C)(C(=O)Nc2ccc(OC)cc2)C1 (configuration not stated)
27	CN1CC(C(=O)N2CCCC(c3ccccc3)(c3ccccc3)C2)CC1=O (configuration not stated)
28	O=C(NC1CCCC1)N1CCCN(c2ccc3nnc(-c4ccccc4)n3n2)CC1
29	CCNC(=O)CN1CCC(=O)N(Cc2ccc(F)cc2)C(C(C)C)C1 (configuration not stated)
30	Cc1ccccc1C(=O)Nc1ccc(C(=O)OCc2cc(=O)n3nc(C(C)C)sc3n2)cc1

assay / compound,25,26,27,28,29,30
Luciferase inh,-3%[172 µM],?,11%,.,7%,.
IP6K1 inhibitor,-12,24,-8,12,-13,-5
HEK293 viab,-4%[87.6 µM],?,-3%,.,-1%,-2%
HEK cytotox,100µM*,?,i,-18%,5%,.
3T3 cytotox,89µM*,45µM*,-4%,?,?,.
GPT2 inh,?,-19%[88.5 µM],-3%,.,-22%[11.5 µM],.
SNCA expr inhib,9%[87.6 µM],-19%[87.6 µM],2%,.,1%,31%[activator]

31	COCCN1C(=O)c2ccccc2C(C(=O)Nc2nc3ccccc3s2)C12CCCC2 (configuration not stated)
32	C=CC(C)(CC/C=C(\C)C(=O)OC)OC1OC(COC(=O)CC(C)(O)CC(=O)O)C(O)C(O)C1O (configuration not stated)
33	CN(c1ccccc1)S(=O)(=O)c1nnc(NC(=O)c2ccco2)s1
34	O=C(O)c1ccc(CN2C[C@@H]3OCC(=O)N(Cc4ccccc4)[C@@H]3C2)cc1
35	CCCn1c(C)cnc1CCNC(=O)CCC1CCCC1
36	CCn1c(-c2nonc2N)nc2cncc(CNC3CCNCC3)c21

assay / compound,31,32,33,34,35,36
Luciferase inh,6%,.,.,-2%[172 µM],0%,.
IP6K1 inhibitor,-5,-1,3,5,-1,-9
HEK293 viab,-17%,4%[23.9 µM],11%,4%[87.6 µM],4%,-17%&-13%
HEK cytotox,6%,.,.,i,-6%,.
3T3 cytotox,-5%,.,.,5%[174 µM],-2%,.
GPT2 inh,i,i,.,1%[88.5 µM],?,?
SNCA expr inhib,-1%,.,10%,-29%[87.6 µM],20%,-22%

# Results in sequence from the entries so far:
# Entries 21–30 in HEK293 viab: 5%[87.6 µM], -23%, 7%, -7%[87.6 µM], -4%[87.6 µM], ?, -3%, ., -1%, -2%

# Limited to 3T3 cytotox, Luciferase inh and HEK293 viab, for 2 of the compounds above:
cpd	SMILES	3T3 cytotox	Luciferase inh	HEK293 viab
31	COCCN1C(=O)c2ccccc2C(C(=O)Nc2nc3ccccc3s2)C12CCCC2 (configuration not stated)	-5%	6%	-17%
32	C=CC(C)(CC/C=C(\C)C(=O)OC)OC1OC(COC(=O)CC(C)(O)CC(=O)O)C(O)C(O)C1O (configuration not stated)	.	.	4%[23.9 µM]

# (more compounds)
37	CC[C@H]1OC(=O)[C@](C)(F)C(=O)[C@H](C)[C@@H](O[C@@H]2O[C@H](C)C[C@H](N(C)C)[C@H]2O)[C@](C)(OC)C[C@@H](C)C(=O)[C@@H](C)[C@H]2N(CCCCn3cc(-c4cccc(N)c4)nn3)C(=O)O[C@]12C
38	CC[C@@]1(C(=O)O)C[C@H](C(=O)N(C)CCO)[C@H](c2ccc(F)cc2)N1C
39	COc1ccc(Nc2ccc3ncn(-c4ccccc4)c(=O)c3n2)cn1
40	O=C(Nc1ccc(F)cc1)N1C[C@@H]2OCC(=O)N(Cc3ccc(OC(F)(F)F)cc3)[C@@H]2C1
41	NS(=O)(=O)C#Cc1ccccc1
42	COc1ccc(-c2nccn3cc(C(=O)NCCc4cccnc4)nc23)cc1

assay / compound,37,38,39,40,41,42
Luciferase inh,.,-2%,-24%[172 µM],?,.,-17%
IP6K1 inhibitor,-12,7,0,-1,.,13
HEK293 viab,-22%,-12%,7%[87.6 µM],1%,?,-19%
HEK cytotox,.,i,100µM*,-17%,.,-14%
3T3 cytotox,.,-3%,100µM*,?,.,-21%
GPT2 inh,i,i,-3%[88.5 µM],3%,i,4%
SNCA expr inhib,.,2%,6%[87.6 µM],26%,?,-18%

# 4 compounds picked at random from the list so far:
39	COc1ccc(Nc2ccc3ncn(-c4ccccc4)c(=O)c3n2)cn1
42	COc1ccc(-c2nccn3cc(C(=O)NCCc4cccnc4)nc23)cc1
37	CC[C@H]1OC(=O)[C@](C)(F)C(=O)[C@H](C)[C@@H](O[C@@H]2O[C@H](C)C[C@H](N(C)C)[C@H]2O)[C@](C)(OC)C[C@@H](C)C(=O)[C@@H](C)[C@H]2N(CCCCn3cc(-c4cccc(N)c4)nn3)C(=O)O[C@]12C
41	NS(=O)(=O)C#Cc1ccccc1

assay / compound,39,42,37,41
Luciferase inh,-24%[172 µM],-17%,.,.
IP6K1 inhibitor,0,13,-12,.
HEK293 viab,7%[87.6 µM],-19%,-22%,?
HEK cytotox,100µM*,-14%,.,.
3T3 cytotox,100µM*,-21%,.,.
GPT2 inh,-3%[88.5 µM],4%,i,i
SNCA expr inhib,6%[87.6 µM],-18%,.,?

# (listing goes on)
43	COC[C@@H]1CN(C(=O)C2=NNC(=O)CC2)C[C@H]1c1ccncc1
44	CC(=O)N1CCc2cc(CNC(=O)Nc3cc(Cl)ccc3C)ccc21
45	O=C(c1ccc(Cl)cc1)N1CC2(CCCN(Cc3ccc(Cl)cc3)C2)Cc2ccccc21 (configuration not stated)
46	Cc1cccc(NC(=O)Cn2c(-c3cnccn3)nc(C)c(CCO)c2=O)c1C

assay / compound,43,44,45,46
Luciferase inh,-4%,.,.,4%
IP6K1 inhibitor,0,-7,1,-1
HEK293 viab,3%,4%,-11%,-3%
HEK cytotox,i,.,?,-8%
3T3 cytotox,i,.,32µM*,-4%
GPT2 inh,0%,.,5%,-5%
SNCA expr inhib,-16%,-11%,-5%,?
